High-throughput results deposited in PubChem by several laboratories.
S1P2 blocker – blocks the human S1P2 receptor; O95136; cell-based S1P2 antagonist assay, inhibition at 5 uM; inhibition, % at 5 µM; 97,000 tested, 0.21% active; in the data active = inhibition above about 45%;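 note: CRE beta-lactamase reporter cells expressing human S1P2 stimulated with S1P; 0% = agonist at EC80 alone and 100% = agonist plus reference antagonist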
HIV Rev-RRE inh – HIV Rev-RRE protein-RNA interaction inhibition. P05866. Rev peptide-RRE RNA binding, FRET. inhibition, % at 8 µM. 97,000 tested, 0.79% active;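 active = inhibition above the screen-wide mean plus 3 SD, cut at about 35% in these data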;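 note: 0% = median DMSO wells and 100% = median Neomycin B control wells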
Target sequence (P05866 whole entry, looked up): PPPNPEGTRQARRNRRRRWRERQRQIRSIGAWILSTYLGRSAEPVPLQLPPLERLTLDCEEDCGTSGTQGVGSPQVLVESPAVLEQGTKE
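System: Cy5-labelled duplex RRE RNA binding fluorescein-labelled HIV Rev peptide; Signal: fluorescein-to-Cy5 FRET, 480 nm excitation; Also added: labelled Rev peptide; Compound: one concentration, 8 µM nominal; Buffer or medium: HEPES pH 7.5 salt buffer with EDTA; Read-out: % inhibition of FRET ratio versus controls; Schedule: 5 min preincubation and 15 min binding, 25 °C.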
EphB4 ephrin blk – antagonists of human EphB4-ephrin-B2 interaction | P54760 | EphB4 LBD / TNYL-RAW-Alexa532 peptide, fluorescence polarization | inhibition, % at 7 µM | 97,000 tested, 0.15% active;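 active = inhibition above the screen-wide mean inhibition plus 3 SD, cut at about 15% in these data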;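 note: 0% = DMSO wells and 100% = excess unlabeled TNYL-RAW peptide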
PTPN22 act – activators of human LYP (PTPN22) phosphatase; Q9Y2R2; recombinant LYP, DiFMUP fluorescence; 0 = plate median, 100 = signal doubled; activation, % at 2 µM; 96,000 tested, 0.11% active; AID 697;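 active = activation at 2 µM above a set limit, the mean plus 5 SD, cut at about 37% in these data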
Target sequence (Q9Y2R2 whole entry, looked up): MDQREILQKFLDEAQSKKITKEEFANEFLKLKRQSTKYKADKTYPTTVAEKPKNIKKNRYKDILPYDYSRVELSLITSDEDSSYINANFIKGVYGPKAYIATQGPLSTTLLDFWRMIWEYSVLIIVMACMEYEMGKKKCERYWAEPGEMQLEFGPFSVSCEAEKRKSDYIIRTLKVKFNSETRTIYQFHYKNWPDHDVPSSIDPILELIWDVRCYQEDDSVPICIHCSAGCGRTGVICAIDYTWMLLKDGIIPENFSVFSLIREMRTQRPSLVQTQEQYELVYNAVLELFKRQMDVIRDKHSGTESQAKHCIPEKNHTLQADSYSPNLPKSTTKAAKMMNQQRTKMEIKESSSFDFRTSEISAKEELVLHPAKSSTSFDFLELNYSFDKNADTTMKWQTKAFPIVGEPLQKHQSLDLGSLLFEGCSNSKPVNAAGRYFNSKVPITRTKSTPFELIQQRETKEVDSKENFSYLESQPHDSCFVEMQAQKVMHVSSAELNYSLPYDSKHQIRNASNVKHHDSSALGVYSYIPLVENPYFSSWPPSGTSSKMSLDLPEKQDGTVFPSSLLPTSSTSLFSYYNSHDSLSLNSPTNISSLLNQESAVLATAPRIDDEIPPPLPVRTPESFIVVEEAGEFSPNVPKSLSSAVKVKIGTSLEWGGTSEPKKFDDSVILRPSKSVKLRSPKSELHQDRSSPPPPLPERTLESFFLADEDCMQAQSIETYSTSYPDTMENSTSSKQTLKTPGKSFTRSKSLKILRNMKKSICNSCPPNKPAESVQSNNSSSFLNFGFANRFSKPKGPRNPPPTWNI
PTPN22 inh 2 – inhibitors of human LYP (PTPN22) phosphatase; 96,000 tested, 0.21% active; Q9Y2R2; inhibition, % at 2 µM; recombinant LYP catalytic domain, DiFMUP fluorescence;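 active = inhibition at 2 µM at or above a set limit, the screen mean plus 3 SD, cut at about 24% in these data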;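 note: 0% = DMSO with enzyme and 100% = enzyme fully blocked by orthovanadate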
PostGolgi yeast – growth inhibition of a yeast mutant, post-Golgi transport screen; post-Golgi transport phenotypic cell assay; inhibition, % at 10 µM; 98,000 tested, 0.9% active; AID 739;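 note: yeast cells grown in 1536-well plates; yeast grown about 18 h at 30C before absorbance read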
PostGolgi ctrl – inhibits growth of the yeast control strain. 98,000 tested, 5% active. AID 738. efflux-deficient yeast background strain, growth absorbance A615, 16 h. inhibition, % at 10 µM
S1P2 agonist – S1P2 (human) receptor agonism; O95136; S1P2-expressing cell line, agonist reporter read-out; activation, % at 4.5 µM; 97,000 tested, 0.46% active; AID 729; in the data active = activation above about 16%;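 note: 0% = vehicle low control and 100% = maximal reference agonist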
FAK blocker – FAK (human) kinase inhibition; Q05397; biochemical FAK kinase activity assay; inhibition, %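 (tested at 7 µM)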; 97,000 tested, 0.84% active; in the data active = inhibition above about 19%;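 note: 0% = DMSO and 100% = reference compound high control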
Starred values were filed as active, the others as inactive; . = no result given; [ ] = another dose, or the depositor's remark. Cut-off read from the data, not from the text of the source, unless noted: active = inhibition above about 30%; inactive = the rest.

canonical_smiles | S1P2 blocker | HIV Rev-RRE inh | EphB4 ephrin blk | PTPN22 act | PTPN22 inh 2 | PostGolgi yeast | PostGolgi ctrl | S1P2 agonist | FAK blocker
CCc1nnc(NC(=O)C2CCN(c3nccc(C)n3)CC2)s1 | 1 | 3 | 7 | 3 | 0 | 4 | 0 | -2 | 0
O=C1CCC(C(=O)OCC(=O)N2N=C3/C(=C/c4ccccc4)CCCC3C2c2ccccc2)N1 (stereo not drawn) | -5 | 2 | -1 | 1 | 1 | -2 | 14 | -5 | 4
CCOC(=O)c1c(C)oc2c1c(C(c1cccnc1)N1CCCCC1)c(O)c1ccccc12 (stereo not drawn) | -9 | -10 | 2 | 3 | -3 | 18 | 53* | -5 | 4
O=C(N/N=C1\CCCc2ccccc21)c1cccc([N+](=O)[O-])c1 | 3 | 8 | 7 | 8 | -9 | 3 | 11 | -7 | -2
Cn1c(=O)c2c(nc(NCCc3ccccc3)n2Cc2ccc(F)cc2)n(C)c1=O | 27 | 6 | 8 | -8 | 5 | 2 | 13 | -5 | 8
Cc1ccc(C(=O)NNC(=O)c2ccc(SCC3CCCO3)c([N+](=O)[O-])c2)cc1 (stereo not drawn) | -16 | -2 | 2 | -6 | 8 | 4 | 12 | -3 | -4
CCn1c(CSc2nc3ccccc3[nH]2)nc2cc(C(=O)O)ccc21 | 27 | 17 | 4 | 6 | -4 | -4 | 0 | -11 | 1
CCN1CCN(CC(=O)Nc2cccc(C)c2C)C(=O)C1=O | 17 | 12 | 9 | 2 | -4 | 5 | 26 | -2 | 1
COc1cc(S(=O)(=O)Nc2ccccc2)ccc1NC=O | -15 | -2 | 1 | -9 | 8 | 1 | -1 | 2 | 2
Cc1cc(C(=O)N2CCN(C(c3ccccc3)c3ccccc3)CC2)no1 | -4 | 7 | 2 | 1 | -7 | 7 | 12 | -5 | -1
COc1cccc(C2C3=C(CCCC3=O)Nc3nc(-c4cc(OC)c(OC)c(OC)c4)nn32)c1 (stereo not drawn) | -26 | 6 | -2 | -6 | 4 | 9 | 13 | 17* | -1
Cc1ccc2occ(/C=C/C(=O)O)c(=O)c2c1 | -21 | 5 | -10 | 8 | -7 | 7 | -5 | -4 | 1
CCCC1CC(C)(C(=O)Cn2[nH]c(=O)ccc2=O)OC1=O (stereo not drawn) | -11 | 3 | 4 | 9 | -6 | -2 | 4 | -4 | -2
Cc1ccc(SCC(=O)N2c3ccccc3Sc3ccccc32)cc1 | -25 | 11 | 2 | 8 | -4 | -7 | 17 | -5 | -1
COc1cccc(NC(C)C(=O)N2CC(C)OC(C)C2)c1 (stereo not drawn) | -13 | 6 | -9 | 0 | 0 | -8 | 4 | -1 | -1
O=C(CN1N=C(C(F)(F)F)CC1(O)c1ccc([N+](=O)[O-])cc1)c1ccccc1 (stereo not drawn) | -17 | 20 | 7 | -1 | 1 | . | . | -3 | 3
Cc1ccccc1-n1ccnc1SCC(=O)O | 15 | 8 | 5 | -5 | 5 | -7 | -9 | -1 | 0
O=C(Nc1ccc2c(c1)N(Cc1ccccc1)C(=O)c1ccccc1S2)NC1CC1 | 2 | 18 | 7 | -3 | 3 | -6 | 7 | -5 | 2
COc1ccc(OC(=O)c2cccc([N+](=O)[O-])c2)c(C(=O)/C=C/c2cccs2)c1 | -3 | 7 | 6 | -7 | 8 | -4 | 8 | -3 | -1
CCC(=O)NC(=S)Nc1ccccc1F | 4 | 3 | -7 | 11 | -8 | 0 | 28 | -4 | -4
Cc1ccc(S(=O)(=O)NCCN2CCOCC2)cc1 | -3 | 8 | 8 | 0 | -4 | -2 | 3 | -4 | -3
O=C(Cn1ncc2c3ccccc3n(Cc3ccc(F)cc3)c2c1=O)N1CCN(c2ncccn2)CC1 | -6 | -6 | -6 | 5 | -5 | 14 | 18 | -4 | 0
COc1ccccc1N1CCN(C(=O)C(=O)N/N=C/c2cccc(O)c2)CC1 | 0 | -1 | -3 | -8 | 11 | 4 | 26 | -3 | -6
CN(C(=O)c1ccccn1)c1nnc(-c2ccncc2)s1 | -1 | 3 | -12 | 2 | -6 | . | . | -2 | 0
CC(C)C(c1nnnn1C(C)(C)C)N1CCOCC1 (stereo not drawn) | 10 | 4 | 1 | -2 | 5 | 9 | 3 | -5 | 8
CCc1c(O)nc2sc3ccccc3n2c1=O | 11 | 4 | -2 | -3 | 5 | -6 | 7 | -4 | -2
CNS(=O)(=O)c1cccc(C(=O)OCC(=O)NCc2ccccc2)c1 | -6 | 5 | 5 | 0 | -1 | -5 | 10 | -4 | -1
CC(C)CC(NC(=O)C1CCCCC1)C(=O)N1CCN(c2ccccn2)CC1 (stereo not drawn) | -12 | 7 | 2 | 4 | -4 | 2 | 11 | -6 | -2
O=C(c1ccc(Cl)cc1)C1CCN(C(=O)N2CCOCC2)CC1 | 6 | 2 | 2 | -10 | 8 | 11 | 10 | -6 | 0
CCCCCCc1cc2cc(-c3nnc(-c4ccccc4)o3)c(=O)oc2cc1O | -11 | 136*[fluorescence artefact?] | -3 | -18 | 16 | -10 | 5 | 4 | -3

The last three records of the part above are carried over, then new ones follow:
canonical_smiles | S1P2 blocker | HIV Rev-RRE inh | EphB4 ephrin blk | PTPN22 act | PTPN22 inh 2 | PostGolgi yeast | PostGolgi ctrl | S1P2 agonist | FAK blocker
CC(C)CC(NC(=O)C1CCCCC1)C(=O)N1CCN(c2ccccn2)CC1 (stereo not drawn) | -12 | 7 | 2 | 4 | -4 | 2 | 11 | -6 | -2
O=C(c1ccc(Cl)cc1)C1CCN(C(=O)N2CCOCC2)CC1 | 6 | 2 | 2 | -10 | 8 | 11 | 10 | -6 | 0
CCCCCCc1cc2cc(-c3nnc(-c4ccccc4)o3)c(=O)oc2cc1O | -11 | 136*[fluorescence artefact?] | -3 | -18 | 16 | -10 | 5 | 4 | -3
Clc1ccc(-c2nnc(C34CC5CC(CC(C5)C3)C4)o2)cn1 | -2 | 7 | -2 | -1 | 4 | -3 | 14 | -7 | 0
COc1ccc(CCNc2oc(-c3ccccc3OC)nc2C#N)cc1 | -8 | 8 | -6 | 7 | -3 | -5 | 18 | -4 | 2
O=C(O)CNC(=O)C1COc2ccccc2O1 (stereo not drawn) | 12 | 9 | -2 | 10 | -10 | 0 | 13 | -2 | -1
C=C(C)Cn1c(N2CCCC2)nc2c1c(=O)[nH]c(=O)n2C | 10 | 6 | -1 | 1 | -4 | 8 | 7 | 20* | 0
Cc1ccccc1-n1ncc2c([N+](=O)[O-])cc([N+](=O)[O-])cc21 | 0 | 5 | 0 | 0 | -3 | 14 | 16 | -6 | 0
CCOC(=O)c1[nH]c(CSc2nnc(-c3ccncc3)n2CCOC)c(C(=O)OCC)c1C | -15 | 5 | -3 | -14 | 11 | 9 | 16 | -7 | -1
c1ccc(Cc2nn3c(-c4ccncc4)nnc3s2)cc1 | -9 | 5 | 3 | -8 | 3 | -5 | 16 | -6 | -3
CCCCN(C)C(=O)C(Cc1ccccc1)NS(=O)(=O)c1ccc2c(c1)c(=O)n(C)c(=O)n2C (stereo not drawn) | 28 | 8 | -5 | -9 | 8 | -1 | 13 | -5 | 2
O=C(CN(Cc1cccs1)C(=O)CNC(=O)c1ccco1)NC1CCCCC1 | 3 | 2 | -6 | 4 | -6 | -5 | -6 | 1 | -2
CCOC(=O)/C(C#N)=C\c1cc(C)n(-c2ccccc2)c1C | -4 | 4 | -3 | -6 | 9 | -2 | 25 | 0 | 2
Cn1ncc(Cl)c1C(=O)NC(=S)Nc1sc2c(c1C#N)CCCCC2 | -17 | 1 | -2 | 6 | -4 | -4 | -5 | -6 | 0
CC(C)(C)SCCNC(=O)c1ccccc1 | -23 | 1 | -3 | -2 | 4 | 5 | -5 | 1 | -1
CN(C)CCSc1nc(N)c2c3c(sc2n1)COC(C)(C)C3 | -11 | 5 | -10 | -8 | 7 | 0 | -1 | -5 | -2
O=C(NC1CCCCC1)c1cc(-c2ccco2)on1 | -11 | 3 | -10 | -2 | -1 | -3 | 9 | -13 | 0
CC(C)c1c(O)nc(SCCC(=O)O)[nH]c1=O | 10 | 11 | 11 | 1 | -1 | -7 | 12 | -2 | 3
CCc1nc2ccccc2n1Cc1cc(=O)n2cc(C)ccc2n1 | -9 | 3 | -1 | 11 | -12 | 0 | 2 | 0 | -2
COc1ccc(-c2sccc2C(C)C(=O)O)cc1 (stereo not drawn) | -5 | 6 | 7 | -13 | 12 | -8 | -1 | -2 | -3
C=CCn1c(SCc2c(C)noc2C)nnc1C1COc2ccccc2O1 (stereo not drawn) | 0 | 6 | 12 | 0 | -4 | -1 | 19 | 1 | 4
Cc1cccn2c(=O)c3cc(C(=O)NCC4CCCO4)n(C)c3nc12 (stereo not drawn) | -6 | 4 | 7 | -2 | -3 | . | . | -1 | 1
CCOC(=O)c1c(N)ssc1=S | 0 | 7 | 0 | -3 | -1 | -16 | 3 | 0 | -3
CCOc1ccc(-c2nnc(-c3ccncc3)o2)cc1 | 15 | -1 | -8 | -2 | 0 | 10 | 23 | -7 | 0
CCN(c1cccc(C)c1)S(=O)(=O)c1ccc2c(c1)CCN2C(C)=O | -14 | 3 | 9 | 7 | -5 | 8 | 9 | -2 | -1
CC1(C)CC(=O)/C(=C(\O)c2ccccc2)C(=NCCO)C1 | 3 | 7 | 2 | 4 | -5 | 7 | 4 | -1 | -4
Cn1c(CNc2nc(-c3ccccc3)cs2)nnc1SCC(=O)c1ccccc1 | 7 | 0 | -6 | -3 | 2 | 3 | 21 | -3 | 3
Cc1ccc(-c2nc(CSCC(=O)Nc3cc(C)on3)c(C)o2)cc1 | 20 | 11 | 2 | 4 | -5 | 0 | 3 | -3 | 2
Cc1cc2nc(C)n(CCCNC(=O)Nc3ccc(F)cc3)c2cc1C | -12 | 8 | -3 | -6 | 6 | 9 | -10 | -2 | -1
CCCCCn1c(SCCc2ccccc2)nc2c1c(=O)[nH]c(=O)n2C | 10 | 8 | 7 | 10 | -6 | -6 | 19 | 0 | 4
N=c1c(-c2nc3ccccc3[nH]2)cc(C(=O)c2cccs2)nn1-c1ccccc1 | -25 | 10 | 2 | 0 | -1 | . | . | 22* | 7
Cc1cccc(OCC(=O)N(Cc2cccs2)C2CCS(=O)(=O)C2)c1 (stereo not drawn) | 14 | 2 | -3 | 5 | -5 | 4 | 12 | -3 | -4
COc1ccc(S(=O)(=O)N2CCn3c2nc2ccccc23)cc1 | 13 | 10 | 9 | -8 | 10 | 0 | 28 | -3 | 2
O=C(OCC#CCSc1nnc(-c2ccc(Br)cc2)o1)c1ccco1 | 10 | 1 | 2 | 8 | -10 | 15 | 12 | -8 | -4
Cc1cc2c(c(=O)n1Cc1cccnc1)C(Cc1ccccc1)C(C#N)=C(N)O2 (stereo not drawn) | 8 | 4 | -5 | 0 | -2 | 2 | 5 | -1 | -2
CC(C)C[C@H](NC(=O)NCCc1ccc(Cl)cc1)C(=O)O | 6 | 5 | 6 | 0 | -1 | 6 | 4 | 0 | -1
Cc1cccc(C)c1OCC(O)CN (stereo not drawn) | 17 | 4 | 1 | 7 | -10 | -3 | 3 | -8 | -2
CC(C)(C)n1ncc2c(=O)n(CC(=O)NCc3ccco3)cnc21 | -5 | 3 | -3 | 25 | -29 | 5 | -4 | -4 | 2
Clc1ccc(Oc2ncnc3oc(-c4ccccc4)cc23)cc1 | 7 | 13 | 4 | -4 | 8 | 0 | -5 | -3 | 7
